# Screening results from PubChem.
# DAX1 inh-1 = DAX1 (NR0B1) inhibition, primary screen; hit rate 1.1% among 370,000; inhibition, % at 6.8 µM; AID 652010; HEK293T StAR-luciferase reporter, SF-1/DAX-1 repression relief;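 active = inhibition above the mean over all tested compounds plus 3 SD, cut at about 3.6% in these data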;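 note: 0% = DAX-1 cells with DMSO and 100% = cells lacking DAX-1 with DMSO; higher inhibition means more luminescence from relief of DAX-1 repression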
# ssDAF12 agonist = activators of S. stercoralis DAF-12 nuclear receptor | HEK293 ssDAF-12/GRIP1 lit1-tk-luc reporter, luminescence; % of 3 µM dafachronic acid response | activation, % at 6.8 µM | hit rate 1% among 370,000 | AID 652126;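 active = activation above the mean over all tested compounds plus 3 SD, cut at about 0.9% in these data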;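 note: 0% = DMSO-only wells and 100% = 3 µM delta7-dafachronic acid wells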
# HGIII-sPLA2 inh = Inhibits HGIII-sPLA2 liposome hydrolysis, primary screen. Q9NZ20. QFRET BODIPY PC-A2 liposome hydrolysis, fluorescence. inhibition, % at 12.2 µM. hit rate 0.56% among 370,000;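 active = inhibition above mean plus 3 SD of compounds lying within the high and low control bounds, cut at about 19% in these data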;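 note: 0% = median of test compound wells and 100% = no enzyme DMSO wells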
# hgDAF-12 ag = activates the H. glycines DAF-12 receptor ligand-binding domain. HEK293 GAL4-hgDAF12 UAS-luciferase reporter, agonist luminescence; normalized to butyrate control. activation, % at 6.8 µM. hit rate 1.8% among 370,000. AID 687014;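 active = activation above a cutoff set at the mean of all screened compounds plus 3 SD, cut at about 10% in these data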;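 note: 0% = DMSO wells and 100% = sodium butyrate wells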
# hcDAF-12 act = H. contortus DAF-12 activation, primary screen; HEK293 hcDAF-12 lit1-tk-luc reporter, luminescence; 0% DMSO, 100% Δ7-dafachronic acid; activation, % at 6.8 µM; hit rate 1.4% among 370,000;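 active = activation above the mean of all tested compounds plus 3 SD, cut at about 5.5% in these data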;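 note: 100% = response to 3 µM Δ7-dafachronic acid high control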
# DAX1 inh-2 = inhibits human nuclear receptor DAX1. HEK293 Gal4-DAX1 luciferase reporter, luminescence. inhibition, % at 6.75 µM. hit rate 0.99% among 340,000. P51843. AID 504766;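 active = inhibition above the mean over all tested compounds plus 3 SD, cut at about 4.2% in these data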;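 note: 0% = DAX1-transfected cells with DMSO and 100% = empty-vector control cells with DMSO; inhibition shows as a rise in luminescence from relieved DAX1 repression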
# ADAM10 inh = inhibitors of human ADAM10; O14672; recombinant ADAM10, EDANS/DABCYL FRET peptide cleavage, 3 h; inhibition, % at 7 µM; hit rate 0.62% among 370,000; AID 720582;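 active = inhibition above a per-campaign cutoff equal to the mean of compounds falling between control-based bounds plus 3 SD, cut at about 20% in these data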;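 note: 0% = DMSO wells while the 100% control is not disclosed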
# SMARCA2 act = SMARCA2 function activation, primary screen | MG213 cells, MMTV-luciferase reporter, dexamethasone, overnight | activation, % at 9.1 µM | hit rate 1% among 370,000 | AID 652017; in the data active = activation above about 7.8%;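 note: 0% = vehicle wells and 100% = reference activator wells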
# GC-B act = GC-B (human) receptor activation | activation, % at 10 µM | P20594 | HEK293-GC-B cells, CNP EC30, cGMP TR-FRET; 0% at EC30 CNP, 100% saturating CNP | hit rate 0.11% among 370,000;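 active = activation at 10 µM reaching about 35% in either raw or pattern-adjusted values, limit read from the data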
# GC-A act = GC-A (human) enzyme activation; hit rate 0.14% among 370,000; activation, % at 10 µM; AID 1671463; HEK293 GC-A cells, cGMP TR-FRET, EC30 ANP; 0% at EC30 ANP, 100% saturating ANP; in the data active = activation above about 40%
# Target sequence (P16066 whole entry, looked up): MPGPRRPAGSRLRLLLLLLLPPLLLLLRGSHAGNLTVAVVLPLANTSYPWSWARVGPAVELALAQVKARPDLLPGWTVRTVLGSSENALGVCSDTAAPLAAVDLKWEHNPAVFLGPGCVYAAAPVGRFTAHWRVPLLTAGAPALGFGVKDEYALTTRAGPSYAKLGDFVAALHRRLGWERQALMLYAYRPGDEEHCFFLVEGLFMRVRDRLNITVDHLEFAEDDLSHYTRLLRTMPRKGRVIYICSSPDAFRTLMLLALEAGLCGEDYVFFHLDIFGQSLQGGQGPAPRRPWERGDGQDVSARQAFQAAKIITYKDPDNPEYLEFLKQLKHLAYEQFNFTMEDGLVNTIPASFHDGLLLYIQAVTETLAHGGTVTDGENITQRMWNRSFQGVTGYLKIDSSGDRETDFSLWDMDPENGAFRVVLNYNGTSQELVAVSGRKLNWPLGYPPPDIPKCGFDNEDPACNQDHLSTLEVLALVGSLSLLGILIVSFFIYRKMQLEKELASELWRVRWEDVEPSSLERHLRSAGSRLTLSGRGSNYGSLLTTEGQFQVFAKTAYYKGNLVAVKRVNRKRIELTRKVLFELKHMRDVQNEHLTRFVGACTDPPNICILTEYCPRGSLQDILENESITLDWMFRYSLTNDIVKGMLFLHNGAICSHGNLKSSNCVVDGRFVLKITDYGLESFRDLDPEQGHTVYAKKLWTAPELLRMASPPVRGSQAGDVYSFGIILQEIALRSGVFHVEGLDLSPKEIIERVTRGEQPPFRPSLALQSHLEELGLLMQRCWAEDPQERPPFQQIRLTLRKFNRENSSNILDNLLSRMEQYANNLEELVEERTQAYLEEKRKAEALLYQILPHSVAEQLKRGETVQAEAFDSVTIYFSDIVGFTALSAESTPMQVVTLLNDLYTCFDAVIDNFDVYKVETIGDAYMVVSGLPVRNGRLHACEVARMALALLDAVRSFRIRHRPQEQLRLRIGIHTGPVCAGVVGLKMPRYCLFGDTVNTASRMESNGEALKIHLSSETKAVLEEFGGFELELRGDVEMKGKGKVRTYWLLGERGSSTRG
# GAA850 FXN act = activators of GAA850 frataxin (FXN) promoter. hit rate 0.56% among 360,000. HEK293 lucGAA850 FXN promoter luciferase reporter, 24 h; percent of 10 µM SAHA response. activation, % at 6 µM. AID 540364;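 active = activation above the average of all compounds screened plus 3 SD, cutoff fixed separately per campaign, cut at about 7.5% in these data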;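 note: 0% = DMSO wells and 100% = 10 µM SAHA wells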
# * hit, by the source's call; i = inactive; . = not tested or not shown. Hits appear at their usual frequency, and some 6.6% of all compounds hit somewhere here.
SMILES,DAX1 inh-1,ssDAF12 agonist,HGIII-sPLA2 inh,hgDAF-12 ag,hcDAF-12 act,DAX1 inh-2,ADAM10 inh,SMARCA2 act,GC-B act,GC-A act,GAA850 FXN act
Cc1nnc(SCC(=O)NCC2CCCO2)n1-c1ccccc1 (stereo unspecified),-0.5,-1.4,6,0.4,-0.1,0.1,-16,-7,2,-3,-0.2
N/C(=N\OC(=O)COc1ccc(Cl)cc1)c1ccc(Cl)cc1,0.6,-1.7,5,-2.2,-1.5,0.7,-6,1,-1,-2,2.5
c1ccc2c(c1)CCNC2c1ccncc1 (stereo unspecified),-0.1,-1.9,17,-1.8,1.0,2.0,-2,-2,-11,-4,1.0
O=C1[C@@H]2C(c3ccc(F)cc3)=NO[C@@H]2C(=O)N1Cc1ccccc1,-0.5,-0.6,-6,-0.2,0.2,.,-5,-2,-3,-3,1.3
CC1CCN(C(=O)CSc2nc3ccccc3c(=O)n2Cc2ccc3c(c2)OCO3)CC1,-1.6,-0.9,-6,-2.3,-0.3,0.4,1,-1,10,10,2.7
Cc1ccccc1NC(=O)C12CC3CCC1(C)C3(C)CO2 (stereo unspecified),-0.2,-1.0,0,3.5,-1.3,0.9,2,0,8,-3,0.5
C(=C\c1nc2ccccc2[nH]1)/c1ccccc1,1.9,0.7,3,14*,7.2*,-4.1,i,-1,-8,-4,1.2
CCCOc1cccc(C2C(C(=O)c3cccs3)=C(O)C(=O)N2Cc2cccnc2)c1 (stereo unspecified),0.4,-1.5,-4,0.5,0.2,2.7,2,-6,-2,5,0.6
CCn1nnnc1SCC(=O)N1CCN(c2ccccc2)CC1,-0.3,-1.6,-2,-1.5,-1.4,.,1,1,-4,4,-0.4
Cc1ccc(-n2c(SCC(=O)NN=Cc3ccc(-c4ccccc4)cc3)nnc2-c2ccccc2)cc1,-0.8,-0.8,6,-2.1,0.6,.,1,-2,-9,-10,.
Cc1ccc(NC(=O)Cc2ccc(Cl)c(Cl)c2)cc1S(=O)(=O)N(C)C,-0.8,-1.9,-28,-0.1,-2.5,-0.9,28*,-5,0,9,0.0
CCCCC(=O)Nc1nnc(S(=O)(=O)N(CC)c2ccc(OC)cc2)s1,-0.1,-0.8,-10,-1.1,-1.5,0.2,3,-4,-3,3,-0.6
COc1ccc(S(=O)(=O)N(C)c2ccccc2)c2cccnc12,-0.4,-0.2,3,-3.6,-1.0,-0.3,0,0,2,1,-0.6
CC(C)(C)N(Cc1ccccc1)C(=O)COC(=O)C1CCCCC1,0.9,-0.4,15,-0.5,-0.7,4.2,-13,-7,2,-9,-0.1
CCOc1ccc2nc(SCC(=O)NCC3CCCO3)sc2c1 (stereo unspecified),-1.6,-1.2,2,-3.5,-0.1,-0.5,-3,-5,-6,1,1.6
COc1ccc(S(=O)(=O)Cc2ccc(C(=O)N3CCC(C(N)=O)CC3)o2)cc1,0.0,-0.6,11,-2.8,-1.3,-0.8,-4,-2,-8,4,-0.6
CCCCNC(=O)C(NC(=O)c1ccc(C(F)(F)F)cc1)C(=O)c1ccccc1 (stereo unspecified),-0.4,2.4*,1,0.9,-0.1,.,-6,-1,3,1,.
COC(=O)c1cc(OC)c(OC)cc1NC(=O)c1ccco1,-0.9,-0.9,-5,-2.4,-2.3,0.0,-6,0,-7,10,3.2
CCOc1c(CNCCNC(=O)c2nonc2N)cccc1OC,0.1,-0.8,15,-1.6,-0.1,-0.4,-3,-5,-1,-1,0.0
Cc1ccc(S(=O)(=O)CCC(=O)c2ccc(O)cc2O)cc1,0.3,-1.3,-10,-1.0,-1.0,-0.2,1,4,2,-7,0.1
CCn1cc(C(=O)OCC(=O)Nc2cc(S(=O)(=O)N(C)C)ccc2C)c(=O)c2ccc(C)nc21,0.7,-0.7,1,0.8,0.1,0.4,4,-2,-4,3,0.0
O=C(Cn1nc(-c2ccccc2)c2ccccc21)Oc1ccccc1,.,-1.4,5,-2.6,-0.4,.,6,.,-9,2,.
Cc1c(C(=O)N/N=C/c2ccccc2Cl)[nH][nH]c1=O,1.2,-0.8,2,5.8,-0.9,.,0,0,1,-4,.
CCOc1ccc(/C(O)=C2/C(=O)C(=O)N(c3ccccn3)C2c2ccc(Cl)cc2)c(C)c1 (stereo unspecified),-0.3,-0.3,-13,6.7,1.5,2.5,2,1,-2,8,2.9
OC(c1cccc(Cl)c1)c1nc(-c2ccc(F)c(Cl)c2)cs1 (stereo unspecified),-1.2,0.0,-8,-2.9,1.3,.,9,-3,0,3,1.3

# Some values from the results shown:
# Entry for `c1ccc2c(c1)CCNC2c1ccncc1` (stereo unspecified) under hgDAF-12 ag: -1.8
# Entry for `Cc1ccccc1NC(=O)C12CC3CCC1(C)C3(C)CO2` (stereo unspecified) under GAA850 FXN act: 0.5

# Next section.
SMILES,DAX1 inh-1,ssDAF12 agonist,HGIII-sPLA2 inh,hgDAF-12 ag,hcDAF-12 act,DAX1 inh-2,ADAM10 inh,SMARCA2 act,GC-B act,GC-A act,GAA850 FXN act
CCN(CC(=O)Nc1ccc(NC(C)=O)cc1)C(=O)COc1ccc(C(=O)c2ccccc2)cc1,-0.3,-1.2,-5,-1.9,-3.5,-0.5,5,-1,4,1,-0.3
O=C(Nc1ccccc1)c1cnc2n(c1=O)CCS2,2.3,-0.1,0,10.0,6.1*,0.4,-9,5,-6,5,3.2
N#Cc1ccc(Cl)cc1NC(=O)CSc1cccc[n+]1[O-],0.3,0.8,-4,2.0,1.9,1.9,-6,5,-6,-6,-1.7
COc1cc(-c2nnc3n(CCc4ccccc4)c(=O)c4ccccc4n23)cc(OC)c1OC,0.5,-0.5,-1,-0.4,3.8,0.9,1,-2,11,8,1.3
CCN(CC)S(=O)(=O)c1cc(NC(=O)CCn2[nH]c(=O)ccc2=O)ccc1C,-1.0,-1.1,1,0.4,0.2,0.2,-1,-1,-2,3,2.4
COc1ncccc1-c1cnc2cccnn12,-0.1,-0.8,7,2.2,-1.3,.,i,-3,1,4,-0.4
Cc1cc(C)n(-c2cc(-c3ccccc3)nc(C)n2)n1,0.8,-1.5,5,-0.9,-0.4,-0.7,8,2,-11,-3,-2.1
Nn1c(SCC(=O)Nc2nccs2)nncc1=O,-0.5,-2.1,0,0.7,-0.3,0.0,-2,0,-1,0,1.6
O=C(NC1=NCCS1)c1ccc(Cl)s1,1.6,-1.0,-2,6.6,1.1,0.8,0,4,4,5,4.8
CNc1nc(SC)nc(N(C#N)CC(=O)OC)n1,-0.1,-0.6,4,-1.5,1.4,-0.8,4,0,-3,2,1.3
C=C(C)C1CC=C(CN2CC(C)OC(C)C2)CC1 (stereo unspecified),0.0,-0.9,8,-0.7,0.4,-1.1,-1,1,-2,-12,-2.0
COc1ccc(-c2noc(CSc3nnc(-c4ccncc4)n3-c3ccc(F)cc3)n2)cc1OC,-0.3,-0.9,3,-3.1,-2.3,-2.3,-6,-1,-6,-2,-1.9
COc1ccccc1NC(=O)/C(C#N)=C/c1ccncc1,0.0,-0.9,-10,6.5,2.2,0.3,-2,-1,-1,4,0.4
COc1ccc(S(=O)(=O)Nc2ccccc2C(=O)NC(C)(C)C)cc1OC,-0.2,-0.9,-1,-0.1,-0.6,1.6,-23,-1,4,5,2.7
C=C(C(=O)c1ccccc1)C(C)C(=C)C(=O)c1ccccc1,-3.2,-2.3,6,-12,-6.2,-2.5,-10,-4,1,-1,-13
O=C(CSc1ncnc2ccccc12)Nc1cc(S(=O)(=O)N2CCCCC2)ccc1Cl,-0.5,-1.4,-3,5.4,5.5,-1.4,-5,0,31,0,1.8
COc1ccc(Br)cc1CN(C)C(=O)C1=CC=CN2CCS(=O)(=O)N=C12,-0.5,-0.7,4,-0.2,-0.7,-1.2,-33,1,3,-3,0.4
COc1cccc(NC(=O)Cn2nnc(C(=O)Nc3cc(Cl)ccc3OC)c2N)c1,-0.1,-0.3,-5,-2.3,-0.3,0.2,-2,1,-4,-2,-0.7
Cc1ccc2nc(-c3ccccc3)cc(C(=O)NCC3CCCO3)c2c1 (stereo unspecified),-0.1,-1.5,1,1.9,-0.2,.,-292,5,6,5,-0.6
COc1cc2[nH]c(=O)n(Cc3ccc(C(=O)NC4CCCC4)cc3)c(=O)c2cc1OC,-0.8,-1.1,3,2.3,-1.2,0.5,-10,0,-6,-7,0.7
NC(=O)C(c1cccc(Cl)c1)c1ncc(C(F)(F)F)cc1Cl (stereo unspecified),-0.3,-1.6,2,1.0,-1.1,-0.7,-11,0,-2,-5,2.6
CC(C)(C)NC(=O)COc1ccc(CNCc2cccnc2)cc1,-1.0,-1.6,4,0.2,0.7,0.6,0,-1,5,3,-2.9
CCCN(CC1CC1)C(=O)COC(=O)c1ccc(C)cc1O,-0.1,-0.9,1,0.7,-1.6,-1.3,-4,-4,-3,2,2.8
CC(=O)CC[C@H]1CC[C@]2(CCCN(S(=O)(=O)C3CCCCC3)C2)O1,-0.5,-1.2,5,-3.0,0.5,.,-9,-1,0,5,.
Cc1ccc2[nH]c3c(c2c1)CN(C(=O)CN1CCN(Cc2ccc4c(c2)OCO4)CC1)CC3,-0.1,-1.5,-40,-1.2,-0.8,0.4,-1,0,-12,-14,-1.1
# The listing continues:
SMILES,DAX1 inh-1,ssDAF12 agonist,HGIII-sPLA2 inh,hgDAF-12 ag,hcDAF-12 act,DAX1 inh-2,ADAM10 inh,SMARCA2 act,GC-B act,GC-A act,GAA850 FXN act
CCOC(=O)c1nn(-c2ccc(C)c(Cl)c2)c(=O)c(C#N)c1C,0.0,-1.3,-34,0.2,-0.8,0.6,-2,0,-1,5,1.9
COc1nc(-c2ccc(Cl)cc2)ccc1-c1noc(-c2ccco2)n1,-0.1,-0.4,10,-0.9,-0.8,0.4,-3,-2,-7,-1,0.4
CCOc1ccccc1-n1c(SCC(=O)N2CCCC2)nnc1-c1ccc(O)cc1,-0.5,-0.2,-6,2.2,0.0,-0.2,0,0,1,4,1.0
CC1CCCN(S(=O)(=O)c2ccc(C(=O)Nc3nnc(-c4ccco4)o3)cc2)C1 (stereo unspecified),-4.3,-1.2,-14,0.8,-0.8,-0.1,8,-5,3,-1,-2.0
COc1ccc(-c2oc(=O)c3cc(OC)c(OC)cc3c2-c2cc(F)cc(OC)c2)cc1,0.0,-0.9,0,1.3,0.2,0.3,-2,1,2,1,-0.5
CC(C)[C@H](NC(=O)c1ccccc1)C(=O)OCC(=O)NCc1ccc(F)cc1,-0.8,-1.2,1,0.0,-0.2,5.4*,1,1,-3,2,0.0
C[C@@H]1CN([C@H](C)CO)C(=O)c2cc(NC(=O)Cc3cn(C)c4ccccc34)ccc2O[C@H]1CN(C)S(=O)(=O)c1ccc(F)cc1,0.0,-0.1,-51,2.5,0.2,-0.9,2,2,3,-6,0.7
CCOc1ccccc1N1CCN(C(=O)CC(C)(C)C)CC1,0.0,-1.3,-1,-2.0,-0.9,0.2,2,-4,4,-2,0.7
O=C(Cc1ccccc1)Nc1ccc(NC(=O)c2cccc(Cl)c2)cc1,-0.2,-0.6,15,-1.9,-0.1,1.1,-6,-3,4,-3,4.0
O=C(Cn1cnc2c(NCc3ccccc3)ncnc21)NCc1nc2ccccc2[nH]1,-0.6,-1.4,-3,-0.2,-0.2,-1.1,-11,-4,-5,0,-1.8
